Source: PubChem
PLC-gamma1 inh: PLC-gamma1 enzyme inhibitors, primary screen, biochemical, fluorescence, purified enzyme; 1-phosphatidylinositol 4,5-bisphosphate phosphodiesterase gamma-1 (Homo sapiens), P19174; fluorogenic substrate; inhibition, % at 12.2 µM; 0.84% of 370,000 active; AID 720700, 2013; in the data active = inhibition above about 9.5%
ADAM10 inh: human ADAM10 inhibitors, primary screen, biochemical, QFRET, HTS | Disintegrin and metalloproteinase domain-containing protein 10 (Homo sapiens), O14672 | AID 720582, 2013 | inhibition, % at 7 µM | 0.62% of 370,000 active | recombinant ADAM10, EDANS/DABCYL FRET peptide cleavage, 3 h;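 active = inhibition above a per-campaign cutoff equal to the mean of compounds falling between control-based bounds plus 3 SD, cut at about 20% in these data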;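 note: 0% = DMSO wells while the 100% control is not disclosed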
hcDAF12 agonist: H. contortus DAF-12 nuclear receptor activators, primary screen, cell-based, luminescence, HEK293, lit1-tk-luc reporter; 1.4% of 370,000 active; HEK293 hcDAF-12 lit1-tk-luc reporter; 0% DMSO, 100% Δ7-dafachronic acid; activation, % at 6.8 µM;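 active = activation above the mean of all tested compounds plus 3 SD, cut at about 5.5% in these data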;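 note: 100% = response to 3 µM Δ7-dafachronic acid high control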
DAX1 inh-1: DAX1 (NR0B1) inhibitors on StAR promoter, primary screen, cell-based, luminescence, SF-1 (NR5A1), full-length DAX-1 | HEK293T StAR-luciferase reporter, SF-1/DAX-1 repression relief | inhibition, % at 6.8 µM | 1.1% of 370,000 active | AID 652010, 2013;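 active = inhibition above the mean over all tested compounds plus 3 SD, cut at about 3.6% in these data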;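 note: 0% = DAX-1 cells with DMSO and 100% = cells lacking DAX-1 with DMSO; higher inhibition means more luminescence from relief of DAX-1 repression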
ssDAF12 agonist: S. stercoralis DAF-12 nuclear receptor activators, primary screen, cell-based, luminescence, HEK293, GRIP1 co-expression, lit1-tk-luc; Nuclear hormone receptor DAF-12 (Strongyloides stercoralis); HEK293 ssDAF-12/GRIP1 lit1-tk-luc reporter; % of 3 µM dafachronic acid response; activation, % at 6.8 µM; 1% of 370,000 active; AID 652126, 2013;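 active = activation above the mean over all tested compounds plus 3 SD, cut at about 0.9% in these data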;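 note: 0% = DMSO-only wells and 100% = 3 µM delta7-dafachronic acid wells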
ADAM17 inh: ADAM17 inhibitors, primary screen, biochemical, QFRET; Disintegrin and metalloproteinase domain-containing protein 17 (Homo sapiens), P78536; recombinant ADAM17, EDANS/DABCYL FRET peptide cleavage; inhibition, % at 6.95 µM; 0.83% of 370,000 active;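 active = inhibition above the mean of compounds lying between control limits plus 3 SD, set per campaign, cut at about 8.5% in these data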;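 note: 0% = DMSO-only wells as the low control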
FXN GAA850 act: FXN promoter activators, primary screen, cell-based, luciferase luminescence, HEK293 lucGAA850. HEK293 lucGAA850 FXN promoter luciferase reporter, 24 h; percent of 10 µM SAHA response. activation, % at 6 µM. 0.56% of 360,000 active. AID 540364, 2011;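 active = activation above the average of all compounds screened plus 3 SD, cutoff fixed separately per campaign, cut at about 7.5% in these data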;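 note: 0% = DMSO wells and 100% = 10 µM SAHA wells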
hgDAF12 agonist: H. glycines DAF-12 receptor agonists, primary screen, cell-based, luminescence, HEK293, GAL4 fusion, UAS-luciferase | Nuclear hormone receptor DAF-12 (Heterodera glycines), GAL4 fusion | HEK293 GAL4-hgDAF12 UAS-luciferase reporter, agonist luminescence; normalized to butyrate control | activation, % at 6.8 µM | 1.8% of 370,000 active;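 active = activation above a cutoff set at the mean of all screened compounds plus 3 SD, cut at about 10% in these data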;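 note: 0% = DMSO wells and 100% = sodium butyrate wells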
sPLA2-III inh: human group III sPLA2 inhibitors, primary screen, biochemical, QFRET, BODIPY PC-A2 liposome substrate; Group 3 secretory phospholipase A2 (Homo sapiens), Q9NZ20; inhibition, % at 12.2 µM; QFRET BODIPY PC-A2 liposome hydrolysis, fluorescence; 0.56% of 370,000 active;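 active = inhibition above mean plus 3 SD of compounds lying within the high and low control bounds, cut at about 19% in these data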;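 note: 0% = median of test compound wells and 100% = no enzyme DMSO wells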
Target sequence (Q9NZ20 whole entry, looked up): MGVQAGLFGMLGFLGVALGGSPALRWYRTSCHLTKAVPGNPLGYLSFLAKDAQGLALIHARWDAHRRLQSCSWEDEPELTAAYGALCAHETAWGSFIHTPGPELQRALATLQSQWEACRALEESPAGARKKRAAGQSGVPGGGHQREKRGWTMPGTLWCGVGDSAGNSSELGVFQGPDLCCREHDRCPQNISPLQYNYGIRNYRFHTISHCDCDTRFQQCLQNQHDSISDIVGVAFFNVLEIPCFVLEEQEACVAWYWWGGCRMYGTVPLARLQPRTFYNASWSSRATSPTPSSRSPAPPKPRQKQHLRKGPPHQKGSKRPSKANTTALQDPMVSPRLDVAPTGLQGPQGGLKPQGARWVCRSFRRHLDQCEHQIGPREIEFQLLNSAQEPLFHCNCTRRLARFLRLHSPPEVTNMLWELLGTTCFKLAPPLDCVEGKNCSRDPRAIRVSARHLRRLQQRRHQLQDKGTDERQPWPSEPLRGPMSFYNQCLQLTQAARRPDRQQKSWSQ
PLC-beta3 inh: human PLC-beta3 inhibitors, primary screen, biochemical, fluorescence | 1-phosphatidylinositol 4,5-bisphosphate phosphodiesterase beta-3 (Homo sapiens), Q01970 | Purified PLC-beta3, fluorogenic substrate | inhibition, % at 12.2 µM | 0.18% of 370,000 active | AID 720704, 2013; in the data active = inhibition above about 11%;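 note: 0% = median of compound wells on plate and 100% = full blocker control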
DAX1 inh-2: DAX1 (NR0B1) inhibitors, primary screen, cell-based, HEK293, Gal4-DAX1, luciferase luminescence | AID 504766, 2011 | Nuclear receptor subfamily 0 group B member 1 (Homo sapiens), P51843 | HEK293 Gal4-DAX1 luciferase reporter | 0.99% of 340,000 active | inhibition, % at 6.75 µM;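 active = inhibition above the mean over all tested compounds plus 3 SD, cut at about 4.2% in these data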;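 note: 0% = DAX1-transfected cells with DMSO and 100% = empty-vector control cells with DMSO; inhibition shows as a rise in luminescence from relieved DAX1 repression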
Target sequence (P51843 207-470 limits assumed): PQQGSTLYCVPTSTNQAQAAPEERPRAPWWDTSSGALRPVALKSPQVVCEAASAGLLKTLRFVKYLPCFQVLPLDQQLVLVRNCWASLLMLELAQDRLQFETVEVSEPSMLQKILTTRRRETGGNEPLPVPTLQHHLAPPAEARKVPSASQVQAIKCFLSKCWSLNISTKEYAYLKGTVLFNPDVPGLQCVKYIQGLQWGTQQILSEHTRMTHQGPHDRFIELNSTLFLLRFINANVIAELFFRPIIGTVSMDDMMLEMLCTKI
* hit, by the source's call; x = not tested or not shown. The order is random; about 6.9% have a hit in one of these screens.

SMILES | PLC-gamma1 inh | ADAM10 inh | hcDAF12 agonist | DAX1 inh-1 | ssDAF12 agonist | ADAM17 inh | FXN GAA850 act | hgDAF12 agonist | sPLA2-III inh | PLC-beta3 inh | DAX1 inh-2
COc1ccc(CCN2CC(C(=O)N(C)Cc3ccccc3OC)CCC2=O)cc1 (stereo unspecified) | 1 | 5 | -1.1 | -0.2 | -1.5 | -3 | -0.7 | -1.8 | 2 | -2 | -0.8
c1ccc2cc(Cn3ccc4ccc(-c5ccc6cc[nH]c6c5)cc43)ccc2c1 | -56 | -40 | 2.7 | -0.6 | 1.2* | -16 | x | 0.0 | 23* | -87 | x
CC1CCN(c2ccc([N+](=O)[O-])cc2C(N)=O)CC1 | -1 | -10 | 0.2 | -0.4 | -0.3 | -3 | -0.6 | -3.5 | 6 | 0 | 1.0
O=C(Cc1cccs1)OCC(=O)c1ccco1 | -19 | -25 | -1.2 | -0.2 | -1.7 | -5 | -1.7 | -1.4 | -9 | -31 | 1.0
C/C(=N/NC(=O)C1CCCN1C(=O)c1ccc([N+](=O)[O-])cc1)c1ccc(Br)cc1 (stereo unspecified) | -1 | -12 | 0.3 | -0.8 | -1.1 | -2 | 1.0 | 4.6 | -5 | -5 | -0.2
COc1ccc(C(C(=O)NC2CCCC2)N(Cc2ccccc2)C(=O)c2nsc(Cl)c2Cl)cc1 (stereo unspecified) | 3 | -2 | -1.1 | -0.2 | -2.2 | 7 | 1.9 | 0.4 | 4 | -2 | 0.6
CCN(CC)c1ccc(NC(=S)NCC2CCCO2)cc1 (stereo unspecified) | -1 | -6 | 2.0 | 4.4* | -1.2 | -1 | 1.8 | 7.9 | 17 | -4 | -0.1
CCOc1cc(NC(=S)Nc2ccc(Cl)cc2)c(OCC)cc1NC(C)=O | 0 | 3 | -1.6 | -0.3 | -0.7 | 2 | -0.5 | 1.8 | 1 | 2 | 4.1
Oc1c(Br)cc(Br)cc1/C=N/Nc1ccc(Cl)nn1 | 0 | -5 | 0.6 | -0.1 | -0.9 | -2 | 2.0 | 2.2 | 5 | -6 | 1.0
CSCCNCc1c(C(=O)N2CCOCC2)nc2c(C)cccn12 | -2 | -11 | -1.1 | -0.3 | -1.1 | -6 | 1.4 | -2.4 | 5 | -2 | 1.1
C=CCn1c(SCC(=O)c2[nH]c(C)c(C(=O)OCC)c2C)nc2scc(-c3ccccc3)c2c1=O | 1 | 4 | -1.1 | 0.2 | -0.8 | 1 | 0.9 | 0.9 | -1 | 0 | -0.8
COc1ccc(Cl)cc1NC(=O)C(=O)NCc1ccncc1 | -4 | 1 | -1.5 | 0.9 | -1.5 | -1 | -0.8 | 3.4 | -2 | -2 | -0.2
O=C(c1ccc(Br)o1)N1CCN=C1SCc1cccnc1 | 0 | -4 | -1.8 | 1.4 | -1.4 | 1 | 1.3 | 0.0 | -4 | 0 | 2.2
COc1cccc(CNC2CCC23CCC(C)CC3)c1 (stereo unspecified) | 2 | -8 | -1.1 | x | -1.6 | -7 | x | 0.4 | 11 | 0 | x
CC(C)c1cc(CNC(=O)CCc2nnc(CCCCc3ccccc3)o2)on1 | 3 | -2 | -1.3 | 0.3 | -1.9 | -1 | 1.6 | -2.6 | -2 | -3 | 1.7

Gathered by group: those above containing an NH in an aromatic ring.
SMILES | PLC-gamma1 inh | ADAM10 inh | hcDAF12 agonist | DAX1 inh-1 | ssDAF12 agonist | ADAM17 inh | FXN GAA850 act | hgDAF12 agonist | sPLA2-III inh | PLC-beta3 inh | DAX1 inh-2
c1ccc2cc(Cn3ccc4ccc(-c5ccc6cc[nH]c6c5)cc43)ccc2c1 | -56 | -40 | 2.7 | -0.6 | 1.2* | -16 | x | 0.0 | 23* | -87 | x
C=CCn1c(SCC(=O)c2[nH]c(C)c(C(=O)OCC)c2C)nc2scc(-c3ccccc3)c2c1=O | 1 | 4 | -1.1 | 0.2 | -0.8 | 1 | 0.9 | 0.9 | -1 | 0 | -0.8

More records:
SMILES | PLC-gamma1 inh | ADAM10 inh | hcDAF12 agonist | DAX1 inh-1 | ssDAF12 agonist | ADAM17 inh | FXN GAA850 act | hgDAF12 agonist | sPLA2-III inh | PLC-beta3 inh | DAX1 inh-2
O=C1CN(C(=O)COc2c(Cl)cccc2Cl)c2ccccc2N1 | 3 | -3 | -2.6 | -1.8 | -0.7 | -2 | 0.3 | -2.9 | -4 | -9 | -1.0
N/C(=N\OC(=O)Cc1ccc(-c2ccccc2)cc1)c1ccccn1 | -1 | 7 | -0.8 | -1.3 | -1.5 | -4 | -3.4 | -1.3 | 1 | -3 | -0.5
CCCCNc1oc(-c2cccs2)nc1S(=O)(=O)c1ccccc1 | -27 | -18 | -2.3 | -0.1 | -1.8 | -6 | 1.2 | 1.3 | -9 | -36 | 0.1
Cn1c(=O)n(C)c2cc(S(=O)(=O)NCc3ccco3)ccc21 | 0 | -10 | -1.6 | -0.4 | -0.9 | -3 | -0.7 | -1.1 | 3 | -1 | -0.4
CC(=O)c1c(C)[nH]c(C(=O)N2CCN(S(=O)(=O)c3ccc(F)c(F)c3)CC2)c1C | -1 | -3 | -0.5 | -0.1 | -1.2 | -1 | 1.5 | -0.6 | -3 | -3 | 0.7
Cc1ccc(-n2nc(C)c(C3(O)C(=O)N(C)c4ccccc43)c2N)cc1 (stereo unspecified) | -1 | 2 | 2.6 | -0.4 | -1.0 | 1 | 0.5 | 1.5 | -1 | 0 | -1.3
COc1ccc(OC)c(NC(=O)CCNS(=O)(=O)c2ccc3c(c2)c(=O)n(C)c(=O)n3C)c1 | 1 | -5 | 1.2 | 0.7 | -1.3 | 0 | 0.8 | 0.7 | 0 | -2 | 2.9
COC(=O)c1sc(N2C(=O)C(O)=C(C(=O)c3ccc(C)o3)C2c2ccc(F)cc2)nc1C (stereo unspecified) | -37 | 1 | 0.5 | 0.1 | -1.9 | -2 | 0.9 | -0.1 | -6 | -36 | 1.4
Cc1noc(C)c1C(=O)OC(C)C(=O)N1CCc2ccccc21 (stereo unspecified) | 3 | -5 | -1.0 | -0.8 | -1.0 | 0 | 1.4 | -0.3 | -1 | -2 | 0.2
CC(=O)C1=C(C)OC(N)=C(C#N)C1c1cc2cc(C)c(C)cc2nc1Cl (stereo unspecified) | -136 | -125 | 4.0 | -0.2 | -0.2 | -38 | -0.9 | -0.4 | -24 | -180 | 2.8
CC(C)N(C(=O)[C@H]1C[C@H](CC(=O)NCCCN(C)C)C(=O)N2CCc3c([nH]c4cc(-c5ccco5)ccc34)[C@]12C)C(C)C | -186 | -290 | 0.0 | 1.2 | -0.6 | -78 | 0.3 | -0.1 | -14 | -258 | 0.2
Cn1cccc1Cc1nnc(SCC(=O)NCCc2ccccc2)n1C | -18 | -2 | -2.9 | 0.3 | -0.5 | -1 | 2.9 | 0.9 | -10 | -15 | -1.0
Cc1ccc(OCc2ccc(C(=O)Nc3ccc(C(N)=O)cc3)o2)c([N+](=O)[O-])c1 | 8 | 2 | -3.0 | -0.9 | -1.4 | -13 | 2.2 | -5.1 | 1 | -1 | -0.6
COc1ccc(NC(=O)C2CC3C=CC2C3)c([N+](=O)[O-])c1 (stereo unspecified) | -1 | -8 | 3.1 | 0.0 | -0.5 | -1 | 3.1 | 3.7 | 16 | 3 | 0.9
Cc1cc(C(=O)NC2CCCC(C)C2C)c2ccccc2n1 (stereo unspecified) | -5 | -5 | 0.2 | 0.5 | -0.4 | -25 | 0.3 | 1.0 | 14 | -7 | 0.2
C[C@H](NS(=O)(=O)c1ccc(Cl)cc1)C(=O)OCC(=O)N1CCOCC1 | 2 | 1 | 1.7 | 1.6 | -0.8 | -4 | 0.8 | -0.1 | -7 | -2 | 0.2
N/C(=N\OC(=O)c1cccc(F)c1)c1cccc([N+](=O)[O-])c1 | -1 | -3 | 3.1 | 0.3 | -1.2 | -2 | 2.1 | 0.8 | 1 | -4 | 0.6
CC(C)Cn1c(N)c(C(=O)COC(=O)C2CCCN2C(=O)c2cccs2)c(=O)n(C)c1=O (stereo unspecified) | -4 | -6 | -0.8 | -1.2 | -1.5 | -2 | 0.9 | 0.0 | -1 | -1 | 0.4
CN(C)C(=O)Nc1cnc2ccccc2c1 | 0 | -31 | -0.7 | -0.2 | -1.1 | -6 | 1.6 | 1.4 | 8 | 0 | -0.4
CCCCCOc1ccc(C2C(C(C)=O)=C(C)Nc3ncnn32)cc1OC (stereo unspecified) | 1 | -4 | -1.4 | -1.0 | -1.0 | -3 | -0.9 | 0.3 | 4 | -1 | -0.2
O=C(Cc1ccccc1)Nc1ccc(-c2nnc(-c3ccco3)o2)cc1 | -10 | -54 | -0.5 | -1.4 | -0.8 | -18 | 1.0 | 1.5 | -8 | -7 | -1.0
COC(=O)[C@@H]1C[C@H]2CC[C@H](O)C[C@H]2N1Cc1ccc(C(F)(F)F)cc1 | -4 | -6 | -1.3 | -0.2 | -1.2 | -2 | 1.6 | 0.6 | -5 | -4 | 2.0
Cc1ccccc1CNC(=O)C(=O)NCC1CCCN1S(=O)(=O)c1ccccc1 (stereo unspecified) | 1 | 0 | -1.7 | -1.1 | -1.1 | -2 | 0.1 | -0.9 | 0 | -14 | -0.6
CCN(CC)c1ccc(NC(=O)COC(=O)C2CCN(c3ccc(C(F)(F)F)cn3)CC2)cc1 | -1 | -4 | 0.5 | 2.3 | -1.2 | 1 | 0.0 | -0.1 | 11 | -4 | -0.3
CC(=O)Nc1cccc(-c2ccnc3c2CC(C)(C(=O)Nc2ccc(Cl)cc2)O3)c1 (stereo unspecified) | 3 | 2 | -1.6 | -3.4 | -1.0 | 2 | -5.7 | -2.9 | -25 | -3 | x
